FXIIa inh: human FXIIa protease inhibitors, primary screen, biochemical, 1536-well; purified FXIIa, Boc-QGR-AMC fluorogenic substrate, 2 h; inhibition, % at 5 µM; 0.3% of 220,000 active; in the data active means inhibition above about 40%;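 further: 0% = enzyme with no compound and 100% = blank without enzyme; many of its hits are not listed in these tables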
Mdm2 ligase inh: MDM2-luciferase reporter signal enhancers, primary screen, MDM2 E3 ligase inhibitor project, cell-based, luminescence, 1536-well. E3 ubiquitin-protein ligase Mdm2 (Homo sapiens), Q00987. cell-based MDM2 ubiquitination luciferase reporter, 2 h; 0 = plate control, 100 = twice control, blank-subtracted. signal enhancement, % at 5 µM. 0.11% of 210,000 active;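 active means signal enhancement of 30% or more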;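 further: luminescence tracks abundance of the self-degrading MDM2-luciferase fusion protein; higher signal means inhibition of MDM2 E3 ligase activity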
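Assay system: mammalian cells stably expressing self-ubiquitinating, self-degrading MDM2 E3–luciferase fusion. Quantity: 2000 cells in each well. Medium: DMEM culture medium. Compound dosing: single-point 5 µM. Timing: cell settling 4 h, compound treatment 2 h, both 37 °C. Technique: luciferase luminescence. Read-out basis: percent signal gain over controls, blank-subtracted. Benchmarks: plate controls and plate blanks.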
Rad51 HR inh: human RAD51 strand exchange inhibitors, primary screen, biochemical, fluorescence; 0.085% of 200,000 active; inhibition, % at 10 µM; hRad51 DNA strand exchange, fluorescence dequenching; DNA repair protein RAD51 homolog 1 (Homo sapiens), Q06609;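 active means inhibition above 40% at the single screening dose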;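 further: 0% = DMSO control wells and 100% = blanks with heterologous ssDNA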
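System: hRad51 filaments on single-stranded DNA; reagent: Fluorescein- and BHQ1-tagged 47-mer duplex; compound dosing: one concentration, 10 µM final; timing: filaments 15 min 37 °C, then compound 30 min; measured by: fluorescein emission 520 nm, excitation 485 nm; benchmarks: per-plate controls and blanks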
hK5 inh: human KLK5 protease inhibitors, primary screen, biochemical, 1536-well; recombinant hK5, fluorogenic AMC substrate cleavage; inhibition, % at 5 µM; 0.59% of 210,000 active;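 active means inhibition of 40% or more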;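 further: 0% = enzyme controls without compound and 100% = no-enzyme blanks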
14-3-3 Bad PPI: inhibitors of 14-3-3 zeta/Bad binding, primary screen, biochemical, TR-FRET, bovine 14-3-3 zeta. 14-3-3 protein zeta/delta (Bos taurus), P63103. TR-FRET 14-3-3zeta/Dy647-pBad peptide displacement, 1 h. inhibition, % at 21.7 µM. 0.71% of 220,000 active. AID 781, 2007;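 active means inhibition above about 70%, limit read from the data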;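 further: 0% = full 14-3-3 plus peptide FRET controls and 100% = background without 14-3-3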
p97 ATPase inh: inhibitors of human p97 ATPase, primary screen, biochemical; Transitional endoplasmic reticulum ATPase (Homo sapiens), P55072; recombinant p97 ATPase, Kinase-Glo ATP luminescence, 3 h; inhibition, % at 8 µM; 0.42% of 220,000 active; AID 1481, 2009; in the data active means inhibition above about 15%;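 further: 0% = DMSO vehicle and 100% = wells lacking enzyme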
Wee1 degr inh: Wee1 degradation inhibitors, primary screen, cell-based, HeLa, Wee1K328M-luciferase, luminescence; HeLa Luc-Wee1K328M stability; 100% = proteasome inhibitor MG132 effect; reporter increase, % at 5 µM; 1.2% of 220,000 active; AID 1321, 2008;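 active means activation above the mean of all tested compounds plus 3 SD, set per screening run, cut at about 8.8% in these data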;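 further: cells exposed to compound for 20 h before luminescence read; 0% = DMSO alone and 100% = MG132 at 30 µM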
eIF4E-4G inh: eIF4E–eIF4G protein interaction inhibitors, primary screen, biochemical, uHTS, TR-FRET, eIF4GI fragment | TR-FRET eIF4E-eIF4GI(517-606) binding, 2 h | inhibition, % at 21.7 µM | 0.37% of 220,000 active | AID 782, 2007;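 active means inhibition above about 30%, limit read from the data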;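 further: 0% = full FRET control wells and 100% = background wells lacking eIF4GI fragment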
Target sequence (P63073 whole entry, looked up, the tested form may be a part): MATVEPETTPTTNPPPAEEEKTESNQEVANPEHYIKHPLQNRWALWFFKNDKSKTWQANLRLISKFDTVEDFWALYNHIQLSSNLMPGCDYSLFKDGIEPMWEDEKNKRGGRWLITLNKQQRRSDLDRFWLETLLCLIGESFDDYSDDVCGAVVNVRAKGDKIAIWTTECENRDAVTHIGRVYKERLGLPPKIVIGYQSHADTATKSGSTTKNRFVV
Target sequence (Q04637 whole entry, looked up, the tested form may be a part): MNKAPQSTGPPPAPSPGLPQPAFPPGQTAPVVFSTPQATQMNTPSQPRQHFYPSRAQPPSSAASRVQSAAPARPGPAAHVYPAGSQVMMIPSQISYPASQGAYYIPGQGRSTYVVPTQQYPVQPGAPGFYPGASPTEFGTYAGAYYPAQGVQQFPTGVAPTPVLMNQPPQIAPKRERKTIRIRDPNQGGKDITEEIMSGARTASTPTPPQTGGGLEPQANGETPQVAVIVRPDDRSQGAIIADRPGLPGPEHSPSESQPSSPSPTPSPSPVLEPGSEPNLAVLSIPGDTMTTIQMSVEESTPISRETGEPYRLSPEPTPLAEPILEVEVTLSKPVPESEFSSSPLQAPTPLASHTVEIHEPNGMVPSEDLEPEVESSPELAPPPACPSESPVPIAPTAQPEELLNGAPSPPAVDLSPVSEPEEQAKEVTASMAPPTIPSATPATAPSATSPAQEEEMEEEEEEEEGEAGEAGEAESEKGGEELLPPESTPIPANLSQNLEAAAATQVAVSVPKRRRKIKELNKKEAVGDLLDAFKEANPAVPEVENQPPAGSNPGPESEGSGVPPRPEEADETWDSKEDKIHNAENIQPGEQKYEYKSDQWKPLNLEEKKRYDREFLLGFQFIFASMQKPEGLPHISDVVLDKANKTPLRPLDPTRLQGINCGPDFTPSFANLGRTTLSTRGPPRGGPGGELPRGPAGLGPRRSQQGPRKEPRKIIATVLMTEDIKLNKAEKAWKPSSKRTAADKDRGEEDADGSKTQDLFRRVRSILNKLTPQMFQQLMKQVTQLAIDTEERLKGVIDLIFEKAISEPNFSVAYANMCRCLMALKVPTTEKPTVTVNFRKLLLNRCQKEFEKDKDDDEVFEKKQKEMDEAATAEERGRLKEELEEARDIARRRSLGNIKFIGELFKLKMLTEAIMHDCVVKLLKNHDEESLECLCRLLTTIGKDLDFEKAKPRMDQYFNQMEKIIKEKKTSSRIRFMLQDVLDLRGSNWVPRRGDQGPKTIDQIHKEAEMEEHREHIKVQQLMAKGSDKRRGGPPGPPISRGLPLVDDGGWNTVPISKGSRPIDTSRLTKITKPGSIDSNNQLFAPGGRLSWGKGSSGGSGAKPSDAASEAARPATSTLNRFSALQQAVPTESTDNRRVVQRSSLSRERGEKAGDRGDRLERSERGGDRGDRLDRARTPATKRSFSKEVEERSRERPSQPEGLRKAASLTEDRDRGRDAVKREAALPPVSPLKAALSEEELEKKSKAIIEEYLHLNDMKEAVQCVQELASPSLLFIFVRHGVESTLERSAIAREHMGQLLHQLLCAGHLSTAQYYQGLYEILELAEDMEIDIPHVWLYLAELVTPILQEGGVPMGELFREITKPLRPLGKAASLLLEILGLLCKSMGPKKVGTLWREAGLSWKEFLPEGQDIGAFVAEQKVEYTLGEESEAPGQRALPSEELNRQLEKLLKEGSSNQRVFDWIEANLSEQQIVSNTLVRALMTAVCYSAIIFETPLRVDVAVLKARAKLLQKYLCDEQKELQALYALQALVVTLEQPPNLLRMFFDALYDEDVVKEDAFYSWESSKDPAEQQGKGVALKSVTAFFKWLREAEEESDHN
FXIa inh: human FXIa protease inhibitors, primary screen, biochemical, 1536-well. 0.14% of 220,000 active. Coagulation factor XI (Homo sapiens), P03951. purified FXIa, Boc-Glu-Ala-Arg-AMC fluorogenic substrate. inhibition, % at 5 µM;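 active means inhibition of at least 40%; inactive means inhibition below 40%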;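 further: fluorescence of freed AMC excited at 355 nm; 0% = enzyme without compound and 100% = no enzyme blank; many of its hits are not listed in these tables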
The depositor's hits bear a star; . = not tested or not shown; [ ] = another dose, or the depositor's remark.

eIF4E-4G inh,FXIIa inh,hK5 inh,Mdm2 ligase inh,Structure,FXIa inh,p97 ATPase inh,Wee1 degr inh,Rad51 HR inh,14-3-3 Bad PPI
2,8,-108,-8,O=C1c2cnc3nc(SCc4ccc(Cl)cc4)nn3c2CC2c3ccccc3CCN12 (configuration not stated),5,5,-2,-4,6
0,4,0,-2,COc1ccc(C2C(C)C3(O)CC(C#N)(C(=O)N3)C2(C#N)C#N)cc1 (configuration not stated),0,3,-2,.,-9
12,5,-1,.,CC(=O)N(c1ccc(Cl)cc1)c1c[nH]c2ccccc12,3,3,0,-4,-16
7,15,-21,-14,CS(=O)(=O)Nc1ccccc1C(=O)Nc1cccc(Cl)c1,6,5,0,-3,77*
-5,15,-20,-8,C=CCn1c(SCC(=O)NC2CCS(=O)(=O)C2)nc2sc(CC)cc2c1=O (configuration not stated),1,5,1,4,0
-8[fluorescence artefact?],11,-7,-5,COc1cc(/C=N/n2c(C)nnc2C)cc(OC)c1OC,4,0,-1,-4,1
2,1,1,-13,CCOc1cc(/C=N\Nc2ncc(F)c(N3CCOCC3)n2)ccc1Oc1nc(Cl)ncc1F,0,6,-1,14,7
1[fluorescence artefact?],18,3,-4,COc1ccccc1CNC(=O)CCNC(=O)Cn1cnc2ccccc2c1=O,4,-5,-1,7,2
1,9,-4,-13,OCCC1CN(Cc2cnn(-c3ccccc3Cl)c2)CCN1Cc1ccsc1 (configuration not stated),-1,4,-4,-8,-13
-3,15,-15,6,CCSc1nnc(NC(=O)c2nc(-c3ccccc3)n(-c3ccccc3)n2)s1,4,-3,-1,-1,7
-5[fluorescence artefact?],3,19,-12,CCN(CC)C(=O)C1CCC(C)(C(=O)O)C1(C)C (configuration not stated),14,2,2,9,1[fluorescence artefact?]
0[fluorescence artefact?],16,-13,.,O=C(c1cccc(Br)c1)N1CCN(C(=O)N2CCOCC2)CC1,5,4,6,12,2
11,34,-22,-7,Cc1nc(NCCN2CCOCC2)c2nnn(Cc3ccccc3Cl)c2n1,-7,0,1,6,-3
21,6,-13,11,COc1ccc(CCNc2cc(C)nc3c(-c4ccccc4)c(C)nn23)cc1OC,4,3,-2,5,1
-6,-22,-18,2,CCn1c(-c2cc(-c3cc(OC)ccc3OC)nc3ccccc23)n[nH]c1=S,-9,-5,-2,-1,61
23,2,-18,8,CCNC(=S)N/N=C/c1c(C)nn(-c2cccc(Cl)c2)c1Cl,-3,4,0,5,-4[fluorescence artefact?]
2,6,9,-1,Cc1n(CC(=O)c2ccc(F)cc2)c2ccccc2[n+]1C,0,7,3,8,-12
4,15,-2,-7,COc1ccc(Nc2nc3ccccc3nc2C)cc1,4,2,6,-1,14
-5,5,0,4,CCNC(=S)N/N=C(\C)c1ccco1,-2,3,-5,-6,-6
1,7,1,-4,O=[N+]([O-])c1ccccc1-n1cnc2ccccc21,-2,4,-4,3,-19
3,18,-16,-6,O=C(N1CCN(c2ccc(F)cc2)CC1)C12CC3CC(CC(C3)C1)C2,1,1,1,5,5
6,5,-2,-21,O=C(Nc1nc(-c2nc3ccccc3s2)cs1)C1CC1,-1,3,0,-6,15
-5,0,-5,-15,Cn1c(-[n+]2c(-c3ccccc3)cc(-c3ccccc3)cc2-c2ccccc2)nc2cc([N+](=O)[O-])ccc21,-10,-6,0,0,20
-6[fluorescence artefact?],11,-5,-6,Cc1ccc(-c2nn(-c3ccccc3)cc2CO)o1,7,0,-1,1,-2
3,8,7,-19,O=C(NN1C(=O)C2C(C1=O)C1C=CC2C12CC2)c1ccccc1 (configuration not stated),-8,5,-1,15,-18
-2,12,-8,5,COc1cc(OC)c(C2C(C#N)=C(N)OC3=C2C(=O)CC(C)(C)C3)cc1OC (configuration not stated),5,0,-1,1,-6
-3,4,39,-6,Cc1cc(CN2CCOCC2)c(O)c(C2(C)CCCCC2)c1,0,-2,-1,2,-3
4,7,-3,-3,COC(=O)C1=C(C)N(c2ccc(OC)c(OC)c2)C(=O)/C1=C\c1ccco1,-1,3,8.9*,-26,14
5,8,-21,-12,O=c1c2c([nH]c3ccccc13)CCCCCC2,3,4,1,0,5
4,7,-1,-10,CCc1sc(NC(=O)C(C)C)nc1-c1ccccc1,-3,-3,0,-1,-5
-1,5,-10,-6,COc1ccc(NC(=O)N2CCN(c3cccc(C(F)(F)F)c3)CC2)cc1OC,2,-6,0,0,1
-11,13,-6,-20,Cc1ccc(NC(=O)NNC(=O)C2CC(c3cccnc3)=NO2)cc1 (configuration not stated),1,-1,-2,-1,9
15,1,18,-14,Cc1ccc(C(=O)c2c(NC(=O)c3ccccc3)sc(C)c2C)cc1,1,3,1,-6,25
-3[fluorescence artefact?],12,-1,-5,CCC(C)NC(=O)CSc1ccc(NC(C)=O)cc1 (configuration not stated),-9,4,2,-8,10
-8[fluorescence artefact?],10,-5,-11,Cc1nnc(NCc2ccncc2)c2ccccc12,0,4,0,3,3[fluorescence artefact?]
-34,6,-24,1,C/C(=N/NC(=O)c1ccc(Cl)s1)c1ccc(NC(=O)COc2ccc(Cl)cc2)cc1,1,-1,1,-5,52
-3,3,-8,15,Cc1ccc(-c2nn(CC(=O)NCc3ccccn3)c(=O)c3ccccc23)cc1S(=O)(=O)N(C)C,-4,3,3,21,-12
3,5,.,.,O=C(O)CCCNc1ccc(S(=O)(=O)N2CCCCC2)cc1,-5,3,6,.,2
1[fluorescence artefact?],3,-6,-5,NS(=O)(=O)c1ccc(CCNC(=O)C(=O)c2c[nH]c3ccccc23)cc1,-6,6,-1,-7,-3
0,5,0,-3,O=C(CCNS(=O)(=O)c1cccc2nonc12)NC1CCCCCC1,-1,4,0,-10,2
-6,11,1,-5,COCCn1c(SCC(=O)Nc2cc(OC)ccc2OC)nc2c(c1=O)SC(C)C2 (configuration not stated),2,-2,-2,.,2
-1,6,-26,-22,Cc1cc(NC(=O)CSc2nnc(C(C)N(C)C)n2-c2ccc(F)cc2)no1 (configuration not stated),-3,3,1,10,-13
1,10,-5,-7,C=C(C)CNC(=S)N=Nc1c(O)[nH]c2ccc([N+](=O)[O-])cc12,2,6,0,14,-25
4[fluorescence artefact?],7,5,-18,CNc1ncc(C(=O)c2ccc(Cl)c(Cl)c2)s1,4,-4,1,-1,-3
2,11,-5,-1,COc1cc2cc(C#N)c(SCC(=O)N3CCOCC3)nc2cc1OC,0,-5,3,-10,0
0,9,3,-3,CC(=O)c1ccc(NC(=O)C2CCCN(S(=O)(=O)c3c(C)[nH]c(=O)[nH]c3=O)C2)cc1 (configuration not stated),0,-2,2,-5,0
0,8,-6,-10,COCc1cc(/C=N\NC(=O)Cc2ccc(OC)cc2)ccc1OC,6,1,0,.,-6[fluorescence artefact?]
-5,18,4,-5,CCOC(=O)C1CCCN(S(=O)(=O)c2ccc(Br)s2)C1 (configuration not stated),3,0,-2,4,2
0,6,6,-15,CCOC(=O)c1ccc(Nc2ncnc3ccccc23)cc1,8,5,-2,2,1
3,3,-8,4,COC(=O)c1ccccc1NC(=O)CSc1n[nH]c(-c2cccnc2)n1,-3,8,1,8,-8

17 structures already listed, ordered by molar mass, smallest number first.
eIF4E-4G inh,FXIIa inh,hK5 inh,Mdm2 ligase inh,Structure,FXIa inh,p97 ATPase inh,Wee1 degr inh,Rad51 HR inh,14-3-3 Bad PPI
-8[fluorescence artefact?],10,-5,-11,Cc1nnc(NCc2ccncc2)c2ccccc12,0,4,0,3,3[fluorescence artefact?]
-3[fluorescence artefact?],12,-1,-5,CCC(C)NC(=O)CSc1ccc(NC(C)=O)cc1 (configuration not stated),-9,4,2,-8,10
4[fluorescence artefact?],7,5,-18,CNc1ncc(C(=O)c2ccc(Cl)c(Cl)c2)s1,4,-4,1,-1,-3
0,6,6,-15,CCOC(=O)c1ccc(Nc2ncnc3ccccc23)cc1,8,5,-2,2,1
1,10,-5,-7,C=C(C)CNC(=S)N=Nc1c(O)[nH]c2ccc([N+](=O)[O-])cc12,2,6,0,14,-25
3,5,.,.,O=C(O)CCCNc1ccc(S(=O)(=O)N2CCCCC2)cc1,-5,3,6,.,2
-11,13,-6,-20,Cc1ccc(NC(=O)NNC(=O)C2CC(c3cccnc3)=NO2)cc1 (configuration not stated),1,-1,-2,-1,9
0,8,-6,-10,COCc1cc(/C=N\NC(=O)Cc2ccc(OC)cc2)ccc1OC,6,1,0,.,-6[fluorescence artefact?]
15,1,18,-14,Cc1ccc(C(=O)c2c(NC(=O)c3ccccc3)sc(C)c2C)cc1,1,3,1,-6,25
0,5,0,-3,O=C(CCNS(=O)(=O)c1cccc2nonc12)NC1CCCCCC1,-1,4,0,-10,2
3,3,-8,4,COC(=O)c1ccccc1NC(=O)CSc1n[nH]c(-c2cccnc2)n1,-3,8,1,8,-8
1[fluorescence artefact?],3,-6,-5,NS(=O)(=O)c1ccc(CCNC(=O)C(=O)c2c[nH]c3ccccc23)cc1,-6,6,-1,-7,-3
2,11,-5,-1,COc1cc2cc(C#N)c(SCC(=O)N3CCOCC3)nc2cc1OC,0,-5,3,-10,0
-1,6,-26,-22,Cc1cc(NC(=O)CSc2nnc(C(C)N(C)C)n2-c2ccc(F)cc2)no1 (configuration not stated),-3,3,1,10,-13
0,9,3,-3,CC(=O)c1ccc(NC(=O)C2CCCN(S(=O)(=O)c3c(C)[nH]c(=O)[nH]c3=O)C2)cc1 (configuration not stated),0,-2,2,-5,0
-6,11,1,-5,COCCn1c(SCC(=O)Nc2cc(OC)ccc2OC)nc2c(c1=O)SC(C)C2 (configuration not stated),2,-2,-2,.,2
-34,6,-24,1,C/C(=N/NC(=O)c1ccc(Cl)s1)c1ccc(NC(=O)COc2ccc(Cl)cc2)cc1,1,-1,1,-5,52
